IL1B secr inh = qHTS for Inhibitors of Inflammasome Signaling: IL-1-beta AlphaLISA Primary Screen; THP-1 LPS/ATP IL-1B secretion, AlphaLISA, 16 h; stronger effect = lower value; 360,000 tested, 4.7% active; activity change, % at 57.5 µM; in the data active = activity change below about -50%; inconclusive = mostly about -30% to -49%; also: % is scaled to controls: 0 for no effect and ±100 for the full control effect
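Secreted IL-1B measured by AlphaLISA bead assay after 16 h compound exposure of THP-1 cells; compounds (final up to 57.5 uM) added 1 h before LPS (250 ng/mL) and ATP (1.25 mM) stimulation; lower signal means less secretion.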
KB-3-1 cytotox = qHTS assay for MDR1-selective chemotherapeutics: Primary screen using the parental adenocarcinoma cell KB-3-1; 400,000 tested, 1.4% active; AID 1347075, 2019; Potency, µM (top dose mostly 46.1 µM), without a hit: top-dose activity change, negative = cytotoxic, actives largely listed as cytotoxic; KB-3-1 viability, CellTiter-Glo ATP luminescence, 72 h; also: potency is read from the fitted curve at half-maximal effect; % is scaled to controls: 0 for no effect and ±100 for the full control effect; nearly all actives have a fitted effect of over 60% in size
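Luminescent ATP read-out (CellTiter-Glo) measures survival of drug-naive KB-3-1 cells after 72 h compound exposure at 37 °C. Titration series was screened from lowest to highest concentration, with DMSO vehicle plates as background controls.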
SW480 rerep = A quantitative high throughput screen for small molecules that induce DNA re-replication in SW480 colon adenocarcinoma cells; 340,000 tested, 1.8% active; SW480 DNA re-replication, Hoechst DNA content imaging, 48 h; Potency, µM (titrated, usually from 46.1 µM), inactives show top-dose re-replication activation, hits mostly activators; also: potency is read from the fitted curve at half-maximal effect; % of control where 0% means no effect; nearly all actives have a fitted effect of over 55% in size
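Per well, 250 cells were exposed to pinned compound for 48 hr. Nuclear DNA was visualised with Hoechst (40 min, 37 C) and total object intensity recorded by fluorescence scanning.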
ATXN2 expr inh = Primary qHTS for Inhibitors of ATXN expression | HEK-293 ATXN2-luciferase reporter, luminescence, 24 h | Potency, µM (titrated, usually from 57 µM), for inactives: top-dose activity change, negative = inhibition, actives largely listed as inhibitors | 360,000 tested, 0.72% active; also: potency is read from the fitted curve at half-maximal effect; % is scaled to controls: 0 for no effect and ±100 for the full control effect; nearly all actives have a fitted effect of over 55% in size
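qHTS (up to 57 uM final) was run with 24 h compound exposure of reporter cells at 37 °C. Each well was multiplexed: SteadyGlo luminescence measured ATXN2-luciferase expression after a fluorogenic Gly-Phe-AFC viability readout (25 uM final).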
HT1080NT lethal = qHTS for induction of synthetic lethality in tumor cells producing 2HG: qHTS for the HT-1080-NT fibrosarcoma cell line. 360,000 tested, 1.6% active. Potency, µM (doses to about 46.1 µM), for inactives: at the highest dose activity, negative = less viability, most hits filed as cytotoxic. HT-1080-NT fibrosarcoma viability, CellTiter-Glo ATP luminescence, 48 h;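 also: NT is the 2HG producing partner of a matched IDH1 knockdown line; potency is read from the fitted curve at half-maximal effect; 0% = DMSO-treated cells and -100% = media-only wells without cells; nearly all actives have a fitted effect of over 55% in size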
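Luminescent CellTiter-Glo readout after 48 hours of compound exposure at 37 degrees C defined viability of HT-1080-NT cells. Activity was normalized to DMSO wells and cell-free media wells; concentration-response curves were fitted and assigned curve classes.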
HepG2 tox = qHTS for Inhibitors of TGF-b: Cytotox Counterscreen | HepG2 CAGA-GFP viability, ATP luminescence, 18 h | 410,000 tested, 0.76% active | Potency, µM (titrated, usually from 46.1 µM), for inactives: at the top dose activity change, negative = cytotoxicity, usual class: cytotoxic | AID 588856, 2011; also: potency is read from the fitted curve at half-maximal effect; some results filed as inactive show a strong effect at the top dose
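HepG2 CAGA-GFP cells (1000/well, DMEM with 1% FBS) received compound, then TGF-beta at 500 pg/mL final, and were incubated 18 hours at 37 degrees C. Viability was read by CellTiter-Glo luminescence. Media-only wells were set as complete cell-killing and DMSO as no toxicity.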
MCF10A rerep = A quantitative high throughput screen for small molecules that induce DNA re-replication in MCF 10a normal breast cells; 350,000 tested, 2.9% active; MCF 10A DNA re-replication, Hoechst nuclear intensity, 48 h; Potency, µM (titrated, usually from 46.1 µM), without a hit: at the top dose activity, positive = re-replication, usual class: activators; AID 624296, 2012; also: potency is read from the fitted curve at half-maximal effect; % of control where 0% means no effect; nearly all actives have a fitted effect of over 50% in size
ATXN viability = Viability Counterscreen for Primary qHTS for Inhibitors of ATXN expression. S2 cells (HEK-293 line with an ATXN2-luciferase reporter) viability, CellTiter-Fluor protease fluorescence, 24 h. Potency, µM (doses to about 56.7 µM), most hits filed as cytotoxic. 400,000 tested, 0.49% active. AID 651635, 2014; also: potency is read from the fitted curve at half-maximal effect; nearly all actives have a fitted effect of over 40% in size
HT1080 IDH1KD tx = qHTS for induction of synthetic lethality in tumor cells producing 2HG: qHTS for the HT-1080-IDH1KD cell line. 360,000 tested, 2% active. HT-1080 IDH1 knockdown viability, ATP luminescence, 48 h. AID 686971, 2013. Potency, µM (top dose mostly 46.1 µM), for the others: at the top dose activity, negative = toxicity, usual class: cytotoxic;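 also: potency is read from the fitted curve at half-maximal effect; 0% = DMSO wells and -100% = cell-free medium wells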
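Viability of IDH1-knockdown HT-1080 fibrosarcoma cells was assessed by CellTiter-Glo after 48 h at 37 °C with titrated compound; concentration-effect curves were classified by fit quality and response size.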
* marks the source's active call; other numbers are inactive results; i = inactive; ? = inconclusive; / = not tested or not shown; & = joins results of further samples; [ ] = remark or other dose. Unless noted, calls follow the shape of the dose curve; as a rule, active = well fitted curve in the direction sought with a large enough effect; inconclusive = small, poorly fitted or top-dose-only effect, or another doubt; inactive = no such curve, though single readings can be large; an effect the other way counts as inactive or inconclusive.

SMILES	IL1B secr inh	KB-3-1 cytotox	SW480 rerep	ATXN2 expr inh	HT1080NT lethal	HepG2 tox	MCF10A rerep	ATXN viability	HT1080 IDH1KD tx
O=C(C(=O)N1CCCC1)c1c(-c2ccccc2)[nH]c2ccccc12	10	-2%	-9%	/	2%	-2%	1%	i	-2%
CNC(=O)C1=C(C)NC(=S)NC1c1cccs1 (stereo unspecified)	1	?	-11%	-2%	4%	12%	-14%	?	4%
CCC1CN(C(=O)N2CCC(C(=O)NCCc3ccccc3OC)CC2)c2ccccc2O1 (stereo unspecified)	-18	-25%	1%	-23%	-5%	-12%	?	i	13%
CCC/C(=N\NC(=O)C1CCCC1)c1ccccc1	21	5%	0%	1%	5%	6%	0%	i	12%
CCCCn1c(N)c(N(CCC(C)C)C(=O)c2oc3ccc(OCC)cc3c2C)c(=O)[nH]c1=O	-11	-15%	?	9%	-14%	-46%	?	?	-20%
O=C1COc2ccc(C(=O)COC(=O)COc3ccccc3[N+](=O)[O-])cc2N1	9	12%	10%	10%	16%	14%	1%	i	-2%
C=CCc1ccccc1OCC(=O)N/N=C/c1ccc(OC(C)=O)cc1OC(C)=O	57	0%	?	22µM*	-30%	-3%	?	i	?
Cn1c(/C=C/c2cccc([N+](=O)[O-])c2)c([N+](=O)[O-])c(=O)n(C)c1=O	-107*	?	?	?	-21%	-6%	?	i	?
CC(C)=CCC/C(C)=C/CC/C(C)=C/COc1ccc2ccc(=O)oc2c1	26	0%	-38%[inhibitor]	8%	12%	-23%	-17%	i	11%
CC(C)CCOC(=O)/C(=C/c1ccco1)NC(=O)/C=C/c1ccccc1	-17	-2%	-10%	/	6%	-2%	0%	/	6%
C[C@H](CO)N1C[C@H](C)[C@@H](CN(C)S(=O)(=O)c2cn(C)cn2)Oc2ccc(NC(=O)NC3CCCCC3)cc2C1=O	-4	0%	-35%[inhibitor]	7%	8%	-1%	-2%	i	6%
CCOc1ccccc1CNC(=O)CCc1c(C)nn(-c2ccc(N3CCOCC3)nn2)c1C	/	-5%	/	8%	/	6%	/	i	/
Cc1ccc(NC(=O)CCCCCN2C(=O)c3ccccc3C2=O)nc1	36	0%	-5%	?	7%	-2%	-7%	i	5%
O=C(O)COc1ccc2oc3c(c2c1)CCCC3	20	6%	-25%	-39%	-4%	-27%	2.1µM*	i	0%
CCn1c2ccccc2c2cc(NC(=O)COc3ccccc3)ccc21	-3	-8%	/	-12%	-23%	-38%	16%	i	-25%
COc1ccccc1N1CCN(Cc2cnc3ccc(Cl)cn23)CC1	22	?	-10%	/	9%	-5%	-6%	i	-1%
CCOc1ccc(S(=O)(=O)Nc2nc3cc(OC)ccc3s2)cc1	30	1%	0%	17%	0%	-1%	-8%	i	6%
O=C(COC(=O)CNC(=O)c1ccccc1)Nc1nnc(-c2ccccc2)o1	-10	-5%	?	8%	-2%	-1%	-23%	i	-3%
Cc1ccc(S(=O)(=O)NCCC(=O)Nc2cccc(S(=O)(=O)N3CCCC3)c2)cc1C	-5	/	-5%	6%	0%	3%	-8%	i	4%
C[C@@]12CC[C@@H](C3=C(CCC3)C1)N2c1ccccc1	0	6%	/	/	9%	/	/	/	19%
O=S(=O)(c1ccccc1)c1nc(-c2cccc(Cl)c2)oc1N1CCOCC1	-19	7%&4%	?	-15%&-12%	-3%	-23%&-24%	6%	i	-5%
CCCc1nc2ccc(Cl)cn2c1Cc1ccsc1	21	0%	/	-6%	?	-14%	/	?	-28%
O=C(NCCCN1CCCC1)Nc1cccc2ccccc12	-10	3%	-5%	-8%	4%	6%	-1%	?	-1%
COc1ccccc1NS(=O)(=O)c1ccc(C)c(C(=O)NC2CCN(Cc3ccccc3)CC2)c1	-57*	-29%	8%	-23%	-12%	-19%	?	i	-15%
COC(=O)c1cc2oc(C)cc2n1CC(=O)Nc1ccc(C)c(C)c1	-10	-1%	10%	19%	-5%	-3%	-4%	i	-30%
SMILES	IL1B secr inh	KB-3-1 cytotox	SW480 rerep	ATXN2 expr inh	HT1080NT lethal	HepG2 tox	MCF10A rerep	ATXN viability	HT1080 IDH1KD tx
Cc1cc2oc(C(=O)Nc3ccc(S(N)(=O)=O)cc3)c(C)c2cc1Cl	-17	-2%	?	?	3%	-7%	5%	?	16%
CN(C(=O)c1ccccc1C(=O)OCC(=O)c1ccc(F)c(F)c1)C1CCCCC1	?	-1%	-7%	0%	-1%	-30%	5%	?	-12%
O=C(CSc1nnc(-c2cccc(Br)c2)o1)N1CCOCC1	0	0%	-6%	14%	7%	5%	5%	i	11%
OC(COCc1ccccc1)Cn1cnc2ccccc21 (stereo unspecified)	-2	-20%	-15%	3%	9%	-24%	0%	i	0%
CCc1c(C(=O)Nc2ccc(C)c(C)c2)[nH]c(C)c1C(C)=O	?	1%	-4%	95%[activator]	0%	-4%	12%	i	-14%
Cc1ccc(-c2nnc(SCC(=O)Nc3ccc(S(=O)(=O)N4CCCCCC4)cc3)o2)cc1	14	13%	-13%	-34%	3%	23%	?	?	1%
CC(=O)Nc1ccccc1OCCOc1ccc(Br)cc1	-97*	?	?	-30%	-26%	6%	1%	i	-46%
O=C(CCNS(=O)(=O)c1ccc(Br)cc1)NCc1ccc(F)cc1	-7	-2%	-2%	-26%	15%	0%	-16%	i	2%
COc1ccc(OC)c(C(=O)c2nc3c(n2O)CCCCC3)c1	5	11%	-2%	-14%	-1%	8%	1%	?	-1%
O=C(c1ccco1)N(Cc1cccc([N+](=O)[O-])c1)c1ccc(Br)cc1	-54*	-6%	7%	-32%	-26%	-21%	20%	i	-27%
CCOC(=O)c1sc(=S)n(-c2ccc(F)c(F)c2)c1N	-8	4%	-13%	0%	11%	-3%	2%	?	-2%
Cc1c(NC(=O)C(C)(C)C)cccc1-c1nc2ccccc2s1	/	-6%	/	17%	/	-23%	/	i	/
CCC(CC)C(=O)Nc1c2c(nn1-c1ccc(OC)cc1)CS(=O)C2 (stereo unspecified)	45	0%	7%[9.22 µM]	2%	14%	-1%	-2%	i	11%
C[C@H](CO)N1C[C@H](C)[C@@H](CN(C)C)Oc2c(NC(=O)Cc3ccccc3)cccc2C1=O	53	?	?	0%	1%	-30%	2%	i	1%
O=C(COC(=O)c1n[nH]c2ccccc12)NCCc1ccc(Cl)cc1	15	2%	-10%	/	-3%	-5%	7%	?	0%
c1ccc(OCCNc2ccn3nc(-c4cccs4)cc3n2)cc1	-15	-1%	/	-5%	?	-53%	/	i	-4%
O=C(NC1CCN(Cc2ccccc2)CC1)c1ccc(CS(=O)c2ccccc2Cl)o1 (stereo unspecified)	4	-1%	/	/	-5%	7%	/	i	-1%
COc1ccc(C2=C(C)C(=O)N(Cc3ccc(C(=O)Nc4cc(C)ccc4C)cc3)S2(=O)=O)cc1	/	-15%	/	-7%	/	-34%	/	i	/
COc1ccc(-c2cc([N+](=O)[O-])ccc2OCC(=O)N(C)CC(=O)Nc2ccc(C)cc2)cc1	-20	?	-4%	-28%	?	-10%	3%	?	?
CCCn1c(=O)c2sccc2n2c(CCCC(=O)Nc3ccccc3OCC)nnc12	/	-1%	/	8%	/	3%	/	?	/
CCCCN1C(=O)CC(SC2CC(=O)N(CCCC)C2=O)C1=O (stereo unspecified)	-10	-6%	22%	15%	-3%	0%	?	i	-3%
CC(C)=C(NC(=O)c1ccccc1Cl)C(=O)NCCc1nc2ccccc2[nH]1	7	17%	/	/	3%	4%	/	i	3%
COc1cccc(NC(=O)CSC2=NN3CCCC(=O)N=C3S2)c1	74	-6%	2%	-3%	-2%	-26%	8%	i	-16%
CCOC(=O)C1=C(C)NC2=C(C(=O)C(C(=O)OCC)C(c3ccccc3OC)C2)C1c1ccccn1 (stereo unspecified)	-8	?	0%	59%[activator]	1%	6%	-10%	i	1%
COc1ccc(CCNC(=O)/C=C/c2ccco2)cc1	-26	4%	15%	16%	-3%	-41%	10%	i	1%

Results in HT1080 IDH1KD tx, for two of the compounds above:
SMILES	HT1080 IDH1KD tx
O=C(CSc1nnc(-c2cccc(Br)c2)o1)N1CCOCC1	11%
OC(COCc1ccccc1)Cn1cnc2ccccc21 (stereo unspecified)	0%

The list goes on:
SMILES	IL1B secr inh	KB-3-1 cytotox	SW480 rerep	ATXN2 expr inh	HT1080NT lethal	HepG2 tox	MCF10A rerep	ATXN viability	HT1080 IDH1KD tx
CCOc1ccccc1NC(=O)c1cc2c(=O)n(Cc3cccnc3)ccc2nc1C	/	0%	/	-2%	/	-16%	/	i	/
NC(=O)c1nsc(C(=O)N(c2ccccc2F)C(C(=O)NCc2ccccc2)c2ccc(O)cc2)c1N (stereo unspecified)	-102*	?	-1%	-15%	?	-36%	?	/	?
COc1cccc(-n2c(=S)sc3c(=O)n(-c4ccccc4OC)c(SCC4OCCO4)nc32)c1	2	7%	-23%[1.84 µM]	-15%[2.22 µM]	16%	6%	-20%	i	9%
O=C(CSc1nc2sc3c(c2c(=O)n1-c1ccccc1)CCCC3)N/N=C/c1ccc(C(=O)O)cc1	9	10%	2%	2%	-28%	0%	0%	i	-20%
C/C(=N\NC(=O)CSCc1ccccc1Cl)c1cccc(NC(=O)c2ccccc2)c1	-24	-1%	1%	0%	1%	-15%	?	i	4%
COC(=O)c1ccc(-n2c(C)cc(C(=O)COC(=O)CNS(=O)(=O)c3ccc(C)cc3)c2C)cc1	25	15%	-3%	-10%	?	-21%	-2%	?	2%

Screening results deposited in PubChem BioAssay by National Center for Advancing Translational Sciences (NCATS).
